# HIV RNase H inh: blocks HIV-1 RNase H cleavage of RNA/DNA duplex | RT-RNase H RNA/DNA duplex cleavage, fluorescence | AID 565 | P04585 | 65,000 compounds, 1.9% hits | inhibition, % at 10 µM; in the data active means inhibition above about 50%
# RmlCD inh mix: mixture blocks RmlC and RmlD coupled enzyme activity | RmlC/RmlD coupled enzyme inhibition, 384-well mixture HTS | inhibition, % at 5.5 µM | 110,000 compounds, 0.39% hits | AID 1532; in the data active means inhibition above about 30%, passing the limit was not always enough; further: strong numbers were not always called active
# * marks the source's active call; other numbers are inactive results; · = no result given. The list is partial; the hit share may differ from the screen's.
SMILES,HIV RNase H inh,RmlCD inh mix
Cc1ccc(S(=O)(=O)NC2=NCCC2)cc1,-18.7,·
CCc1c(C#N)c(SCc2c(C)noc2C)nc2c1C(=O)CC(C)(C)C2,-21.5,·
Cc1ccc(-c2nnn(CC(=O)N(CC(=O)NC3CCCCC3)c3cnc4ccccc4c3)n2)o1,20.4,-27.0
CC(C)Sc1nc2c(c(=O)n(C)c(=O)n2C)n1C,-5.4,7.0
CCOC(=O)C1CCN(C(=O)CCc2c(C)nc3ncnn3c2C)CC1,·,11.7
CCOC(=O)N1CCN(S(=O)(=O)c2cccc3cccnc23)CC1,-8.5,-4.6
Cc1ccc2c(c1)c1ncn(CCC3=CCCCC3)c(=O)c1n2C,-3.2,-12.8
CC(C)C(c1nnnn1Cc1ccco1)N1CCN(c2nc3ccccc3s2)CC1 (stereo not given),-4.1,3.7
CN1CCn2c1nc(N1CCOCC1)nc2=O,-4.8,2.8
CCN1CCCC(OC(=O)Nc2ccccc2)C1 (stereo not given),-11.3,8.2
Cc1ccc(-n2c(C)cc(/C=N/Nc3ccc([N+](=O)[O-])cn3)c2C)c(C)c1,·,2.9
Cc1cc(N2CCCC(C(=O)Nc3ccc4c(c3)CCC4)C2)n2ncnc2n1 (stereo not given),12.0,5.2
CC1CCN(C(=O)CSc2nnc(-c3cccnc3)n2C2CCCCC2)CC1,-0.1,-43.0
Cc1ccc(OCC(=O)NN=C2c3ccccc3-c3ccccc32)cc1,·,6.4
CCCCCC1CCC(C(=O)O)CC1 (stereo not given),-0.7,0.5

# 5 entries out of the list, sorted by count of non-hydrogen atoms, falling.
SMILES,HIV RNase H inh,RmlCD inh mix
Cc1cc(N2CCCC(C(=O)Nc3ccc4c(c3)CCC4)C2)n2ncnc2n1 (stereo not given),12.0,5.2
Cc1ccc(-n2c(C)cc(/C=N/Nc3ccc([N+](=O)[O-])cn3)c2C)c(C)c1,·,2.9
CCOC(=O)C1CCN(C(=O)CCc2c(C)nc3ncnn3c2C)CC1,·,11.7
Cc1ccc2c(c1)c1ncn(CCC3=CCCCC3)c(=O)c1n2C,-3.2,-12.8
CC(C)Sc1nc2c(c(=O)n(C)c(=O)n2C)n1C,-5.4,7.0

# Next part:
SMILES,HIV RNase H inh,RmlCD inh mix
CCCNC(=O)Cc1c(O)c2ccccc2[nH]c1=O,·,-6.0
COc1ccc(NC(=O)C(F)(F)F)cc1OC,·,-34.1
COC(=O)c1cc(C#N)c(Oc2ccccc2OC)nc1C,·,1.4
Cc1ccc(S(=O)(=O)N(CC(=O)N2CCC(C)CC2)Cc2ccccc2F)cc1,·,9.4
O=C(c1cc(C2CC2)nc2ccc(Br)cc12)N1N=C(C(F)F)CC1(O)C(F)F (stereo not given),·,7.5
COc1ccc(-c2cc(C(F)(F)F)c(C#N)c(SCC(=O)Nc3ccccc3C#N)n2)cc1,·,-58.3
O=C(CCc1ccccc1)Nc1ccc2c(c1)OCCO2,·,-17.9
CCOC(=O)c1ccccc1NC(=O)CSc1nc2ccccc2o1,-29.1,38.7
COc1cc(OC)nc(NC(=O)CSc2nc3ccccc3[nH]2)n1,-48.7,-10.2
Nc1ccc(N2CCCCCC2)cc1,39.1,-22.6
CCOC(=O)c1ccccc1NC(=O)Cn1cnc2c(cnn2-c2ccc(F)cc2)c1=O,-5.8,·
CN(C)CC#CCOCCOCCC#N,-13.6,-6.7
Cc1oc(-c2ccccc2)nc1CS(=O)CC(=O)O (stereo not given),·,-7.1
COc1cc(C2C(C#N)=C(N)Oc3cc(O)ccc32)cc2c1OCO2 (stereo not given),-46.0,-14.8
O=C(NC1CCCC1)c1ccc(CSCc2ccccc2F)o1,·,7.8

# Full records, quoted from the list:
# COc1ccc(NC(=O)C(F)(F)F)cc1OC is listed with HIV RNase H inh: ·; RmlCD inh mix: -34.1
# O=C(c1cc(C2CC2)nc2ccc(Br)cc12)N1N=C(C(F)F)CC1(O)C(F)F (stereo not given) is listed with HIV RNase H inh: ·; RmlCD inh mix: 7.5
# CCOC(=O)c1ccccc1NC(=O)CSc1nc2ccccc2o1 is listed with HIV RNase H inh: -29.1; RmlCD inh mix: 38.7

# Next structures
SMILES,HIV RNase H inh,RmlCD inh mix
CCCS(=O)(=O)N1CCCC(C(=O)NCc2cccnc2)C1 (stereo not given),-11.0,0.7
O=C1CC(SCCc2nc3ccccc3[nH]2)C(=O)N1c1ccc(F)cc1 (stereo not given),·,6.7
CCOCC(=O)Nc1nnc(C)s1,2.7,7.3
NS(=O)(=O)c1ccc(NC(=S)NCc2ccc(Cl)cc2)cc1,·,-14.8
COc1ccc(OC)c(-c2cc(C(=O)Nc3c(C)nn(Cc4ccccc4Cl)c3C)no2)c1,-6.7,6.6
Cn1c(=O)c2c(SC3CCCC3)nc(C3CC3)nc2n(C)c1=O,8.4,4.9
Cc1ccc(CC(=O)N2CCC(c3nc4c(nnn4Cc4ccccc4)c(=O)[nH]3)CC2)cc1,-18.8,-6.7
CC(C)c1cc(C(N)=O)c(NC(=O)C2CCC2)s1,-17.0,-10.8
CCOc1ccc(C2/C(=C(\O)c3ccc(OC)c(OC)c3)C(=O)C(=O)N2c2cc(C)on2)cc1OC (stereo not given),-1.6,-10.8
O=C(c1ccco1)N1CCN(c2ncccn2)CC1,-2.9,27.3
COCCNC(=O)c1ccc2c(c1)nc(C)n2-c1cccc(F)c1,-6.5,-4.8
CCC(C)(C)NC(=O)C(c1ccccc1)N(Cc1cccnc1)C(=O)c1csnn1 (stereo not given),·,4.6
Cn1cc(CC(=O)NCCCN2CCCC2=O)c2ccccc21,-4.6,8.5
CCCn1cc(S(=O)(=O)CC(=O)Nc2ccc(OC)cc2OC)c2ccccc21,·,19.3
CCOC(=O)CC1=C(C(=O)OCC)C(c2ccc(OC)c(OC)c2)C(C#N)=C(N)O1 (stereo not given),-3.0,16.1

# Part of the list above in a different format.
> Cc1ccc(CC(=O)N2CCC(c3nc4c(nnn4Cc4ccccc4)c(=O)[nH]3)CC2)cc1
  HIV RNase H inh = -18.8
  RmlCD inh mix = -6.7
> CC(C)c1cc(C(N)=O)c(NC(=O)C2CCC2)s1
  HIV RNase H inh = -17.0
  RmlCD inh mix = -10.8
> CCOc1ccc(C2/C(=C(\O)c3ccc(OC)c(OC)c3)C(=O)C(=O)N2c2cc(C)on2)cc1OC (stereo not given)
  HIV RNase H inh = -1.6
  RmlCD inh mix = -10.8
> O=C(c1ccco1)N1CCN(c2ncccn2)CC1
  HIV RNase H inh = -2.9
  RmlCD inh mix = 27.3

# Remaining list, next part:
SMILES,HIV RNase H inh,RmlCD inh mix
CCOC(=O)c1c(C)oc2ccc(OCC(=O)C(C)(C)C)cc12,-4.0,5.6
COc1ccccc1N1C(=O)NC(=O)C2(Cc3cc(C)ccc3N(C)C2)C1=O (stereo not given),2.9,-9.5
COc1ccc(NC(=O)Nc2ccc(C)cc2OC(F)F)cc1OC,9.7,-8.3
Nc1cc(C(=O)c2cccs2)ccc1Cl,-13.9,6.8
CN(Cc1ccccc1)C(=O)COc1ccccc1,·,-9.3
CCOC(=O)c1c(NC(=O)c2ccc(S(=O)(=O)N3CCOCC3)cc2)sc2c1CCN(C)C2,-12.3,3.2
CC1CCCC(NC(=O)COC(=O)c2c[nH]c(=O)[nH]c2=O)C1C (stereo not given),·,9.1
C=CCNC(=O)c1cc(-c2ccc(Br)cc2)on1,-28.5,·
CCCOC(=O)Nc1nc2ccccc2o1,-4.2,-7.4
N#Cc1nc(-c2cccs2)oc1NCCN1CCOCC1,-13.7,·
COC(=O)CN(C#N)c1nc(NC(C)C)nc(OC)n1,·,1.1
CCOc1ccc(CCNC(=O)CN2CCN(Cc3ccc(F)cc3)C2=O)cc1OCC,-6.8,-9.7
CC(C)C1Oc2ccccc2N(CC(=O)N(Cc2ccncc2)Cc2ccco2)C1=O (stereo not given),·,-3.1
COc1ccc(NC(=O)CSc2nnc(-c3cccs3)n2Cc2ccco2)cc1OC,-3.3,-12.2
CCCC(=O)Nc1ccccc1NC(C)=O,-8.8,3.7
O=C(CCC1CCCC1)c1c(O)c2ccccc2oc1=O,-4.2,-10.4
COc1ccc(CN2CCCCC2c2cccnc2)c(OC)c1C (stereo not given),-10.9,-279.9
COc1ccc(-n2c(C)nnc2SCC(=O)N2C(C)CCCC2C)cc1 (stereo not given),-18.4,-16.5
COc1ccc(N(CC(=O)Nc2ccc3c(c2)OCCO3)S(=O)(=O)c2cccnc2)cc1,-2.4,8.6
CCN(CC)S(=O)(=O)c1cc([N+](=O)[O-])ccc1NNC(=O)Nc1ccccc1OC,·,-8.5
CC(=O)[C@@]1(O)CC[C@H]2[C@@H]3C[C@H](C)C4=CC(=O)C=C[C@]4(C)[C@@]3(F)[C@@H](O)C[C@@]21C,-7.6,7.9
Cn1c2ccccc2c2cc(C(=O)OCC(=O)N3CC(=O)Nc4ccccc43)sc21,14.4,-7.5
Cc1cc(C)c(C2C(C#N)=C(N)Oc3n[nH]c(C)c32)cc1CN1CCOCC1 (stereo not given),·,12.6
CCOC(=O)N1CCN(C(=O)CCn2nc(-c3ccc(Cl)cc3)ccc2=O)CC1,-14.6,-3.2
Cc1ccc(Nc2cc(C)nc3nc(C)nn23)c(C)c1,-12.1,·
COc1nccc(Nc2ccccc2)c1C#N,-3.6,-1.4
CCc1ccc(-c2cc(C(F)(F)F)n3nc(C(=O)Nc4cnn(Cc5ccc(C)cc5)c4)cc3n2)s1,·,7.0
CCN(CC)CCCN1C(=O)C(=O)/C(=C(/O)c2ccccc2)C1c1ccccn1 (stereo not given),1.3,·
COc1ccc(N2CCN(C(=O)CSc3nnnn3-c3ccc4c(c3)OCCO4)CC2)cc1,-10.2,-12.0
CC1(C)CC(=O)C(CC(=O)NC(=O)NCc2ccccc2)=C(O)C1,-2.0,-9.6

# Looked up by structure from above (2):
SMILES,HIV RNase H inh,RmlCD inh mix
O=C(CCc1ccccc1)Nc1ccc2c(c1)OCCO2,·,-17.9
Cc1ccc(-c2nnn(CC(=O)N(CC(=O)NC3CCCCC3)c3cnc4ccccc4c3)n2)o1,20.4,-27.0

# Next section
SMILES,HIV RNase H inh,RmlCD inh mix
COc1ccccc1NC(=O)c1ccccc1-c1nc(-c2ccccc2OC)no1,-6.9,-0.3
NCCCC(=O)N1c2ccccc2Sc2ccccc21,-8.5,5.0
Cc1[nH]c(-c2ccco2)nc1C(=O)O,-1.6,-9.3
Cc1sc(NC(=O)c2cc3ccccc3oc2=O)c(C(=O)OC(C)C)c1-c1ccccc1,·,-8.7
COCCCNC(=O)/C=C/c1cccc(Cl)c1,·,1.1
O=C(Nc1cc(Cl)c(O)c(Cl)c1)C1CCCO1 (stereo not given),·,4.9
Nc1c(-c2cccs2)cnn1-c1nc(-c2ccc(F)cc2)cs1,·,-11.8
Cc1nc(C)c(C(=O)N/N=C/c2c[nH]c3ccccc23)s1,·,3.2
CCS(=O)(=O)Nc1ccc(C(=O)CC2(O)C(=O)Nc3ccccc32)cc1 (stereo not given),5.3,-4.9
CC1CCN(C(=O)Cn2cc(C(=O)C3CC3)c3ccccc32)CC1,·,11.2
Cc1cccc(-n2c(C)nc3c(cnn3-c3ccc(F)cc3)c2=O)c1,-21.9,9.2
COc1ccc(Cl)cc1NC(=O)c1cccnc1,-10.5,1.4
Nc1nc(CSc2nnnn2-c2ccccc2)nc(N2CCCc3ccccc32)n1,-29.8,-9.7
O=C1CSC(=Nc2ccccc2Cl)N1,-8.6,-2.5
Cc1cc(C)c(NC(=O)C(C)(C)C)c(Cl)c1,-9.9,3.0
O=C(O)c1cc2sccc2s1,-8.1,10.6
COc1ccccc1-c1nnc(SCc2nc3ccccc3[nH]2)n1C,-2.1,-6.8
COc1ccc(CCNC(=O)C2CCN(C(=O)N(C)C)CC2)cc1OC,-5.2,-21.0
O=c1cc(C(F)(F)F)[nH]c2c(C(F)(F)F)cccc12,·,-50.4
COc1cc2[nH]c(=O)n(CCCCCC(=O)NCCCN3CCOCC3)c(=O)c2cc1OC,1.9,-7.1
Cc1nnc2sc(-c3csc4c3CCCC4)nn12,-32.4,-11.3
COc1ccc(-c2nc(-c3ccccc3)c(-c3cc([N+](=O)[O-])ccc3C)[nH]2)cc1OC,·,4.8
COc1ccccc1NC(=O)N1CCc2[nH]c3ccc(F)cc3c2C1,-12.2,3.5
OCCNc1nc(-c2ccccc2)c2ccccc2n1,-1.8,·
Cc1cc(C)c(C#N)c(N2CCN(CCOc3ccc(Cl)cc3)CC2)n1,-32.7,4.1
O=C(CCn1cnc2ccccc2c1=O)Nc1ccc2c(c1)OCCO2,-19.0,-0.4
Cc1ccc(NC(=O)CSc2nc3ccccc3c(=O)n2CCCC(=O)N2CCCC2)cc1,-12.0,-3.6
CCn1c(C)nc2cc(C(=O)OCCC(F)(F)F)ccc21,-10.7,1.1
N/C(=N/OCC(=O)Nc1cccc2ccccc12)c1nonc1N,·,12.9

# Screening results from PubChem BioAssay.
